Myeloid diff 2 – compounds promoting myeloid differentiation. AID 624256. hit rate 1% among 360,000. calls only at 10 µM. ER-HoxA9 myeloid progenitors, lysozyme-GFP differentiation, flow cytometry;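 active = normalized GFP-positive differentiation at or above the plate's own cutoff, the solvent-only control mean plus 3 SD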;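 note: cells exposed to compound for four days before flow analysis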
PMI inhibitors – inhibitors of human PMI, primary screen, biochemical, fluorescence intensity, coupled assay (AID 1209) | hit rate 0.42% among 190,000 | inhibition, % at 20 µM, or IC50 in µM where a hit was titrated | purified PMI enzyme, coupled fluorescence intensity; higher % means a stronger effect;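 note: plate controls were DMSO vehicle for no effect and wells lacking substrate for full effect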
M1AAP inhibition – P. falciparum M1AAP inhibitors, biochemical, fluorogenic H-Leu-NHMec substrate, 1536-well (AID 1445); hit rate 0.42% among 220,000; recombinant M1AAP, H-Leu-NHMec fluorogenic kinetic assay; higher % means a stronger effect; inhibition, % at 30 µM, or IC50 in µM where a hit was titrated;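 active = primary inhibition above the hit cutoff, then over 50% inhibition at one or more dose response concentrations, cut at about 23% in these data, passing the limit was not always enough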;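 note: plate controls were DMSO full reaction for no effect and no enzyme background for full effect; strong numbers were not always called active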
WT yeast gro inh – growth inhibition of WT yeast, mitochondrial fusion screen; mitochondrial fusion phenotypic screen, WT strain; inhibition, % at 10 µM; hit rate 2.1% among 190,000; AID 1362; in the data active = inhibition above about 58%; tested in S. cerevisiae
CSM14.1 death rescue – rescue of cells from ER stress-induced death, primary screen, 384-well, CSM14.1, thapsigargin, ATP luminescence (AID 1222); CSM14.1 thapsigargin-induced death rescue, ATP luminescence; higher % means a stronger effect; cellular ATP content (survival), % at 20 µM; hits with a dose series show EC50 in µM; 190,000 tested, under 10 active;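 active = EC50 below 50 µM in the dose-response confirmation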;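 note: death triggered by thapsigargin at about 15 µM added after 2 h compound pretreatment; cell ATP read after overnight thapsigargin exposure of roughly 18 to 22 hours; normalized against plate controls of thapsigargin alone and 5% DMSO vehicle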
UTI89 phage lysis – inhibition of K1F phage lysis, E. coli UTI89, bacterial capsule biogenesis inhibitors, alamar blue (AID 488966); hit rate 0.02% among 340,000; E. coli UTI89 K1F phage lysis, alamar blue, 2 h; higher % means a stronger effect; one-dose inhibition, % at 100 µM; IC50 in µM for titrated hits;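 active = phage lysis inhibition, versus mean bacterial control, above a set limit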;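 note: capsule biogenesis inhibitors block K1F phage lysis so surviving cells raise fluorescence; higher fluorescence means more inhibition of phage lysis; actives were called in the ten point dose series up to 300 µM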
TNAP activators – stimulation of alkaline phosphatase TNAP activity – biochemical, luminescent, no phosphate acceptor, uHTS, primary screen (AID 1001); one-dose activation fold at 20 µM; EC50 in µM for titrated hits; hit rate 0.03% among 200,000; purified TNAP, luminescent activation assay, no phosphate acceptor; higher activation fold means a stronger effect; in the data active = activation fold from about 3, or a potency from the dose series; inactive = the rest, 99 in 100 with activation fold below about 1.6; note: many of its hits are not listed in these tables
Lipid droplet – hepatic lipid droplet formation modulation; inhibition, % at 6.5 µM; hit rate 0.4% among 240,000; AML12 mouse hepatocytes, oleate lipid droplets, BODIPY imaging;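 active = lipid droplet intensity inhibited by at least 50%, with more than 500 cells counted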
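Test system: AML12 mouse liver cells; schedule: overnight exposure; technique: high-content imaging of BODIPY-stained droplets and DAPI nuclei; read-out: % inhibition of corrected integrated BODIPY droplet signal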
human PMI inhibitors – human PMI inhibitors, high substrate, primary screen, biochemical, fluorescence intensity, high mannose 6-phosphate (AID 1220); recombinant PMI enzyme, coupled fluorescence intensity; higher % means a stronger effect; inhibition, % at 20 µM; hits with a dose series show IC50 in µM; hit rate 0.66% among 190,000
WT yeast gro inh mutant strain – further read-out of WT yeast gro inh, marked with its call; inhibition, %; mitochondrial fusion phenotypic screen, mutant strain inhibition
Lipid droplet cells 6.5 µM – second read-out of Lipid droplet, no call of its own (marks repeat the call); cell count; measured here: cell count, cytotoxicity flag;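 cells counted across two imaged fields per well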
Myeloid diff 2 GFP+ MAC1+ % – recorded beside Myeloid diff 2, whose call it bears; GFP+ MAC1+ double positive, %; measured here: differentiation confirmed by MAC1 staining
An asterisk follows results filed as active; i = inactive; . = no result given; [ ] = dose if it differs, or a comment. Cut-off read from the data, not from the text of the source, unless noted: active = inhibition above about 50%; inactive = the rest.

SMILES | Myeloid diff 2 | Myeloid diff 2 GFP+ MAC1+ % | PMI inhibitors | M1AAP inhibition | WT yeast gro inh | WT yeast gro inh mutant strain | CSM14.1 death rescue | UTI89 phage lysis | TNAP activators | Lipid droplet | Lipid droplet cells 6.5 µM | human PMI inhibitors
O=C(CN1CCCc2ccccc21)NC(=O)NCc1ccccc1 | i | 0.4 | . | 1.7% | . | . | . | 0.0% | . | -2.8 | 628 | .
CC(=O)Oc1ccc(/C=C2/CCc3ccccc3C2=O)cc1 | i | 0.4 | . | 4.5% | . | . | . | -0.3% | . | 2.0 | 724 | .
CCOC(=O)N/N=C/c1cc(OC)c(O)c(OC)c1 | i | 1.0 | 0.5% | -3.6% | 8.7 | -3.7 | -2.2% | 5.8% | 1.2 | 12.1 | 624 | 2.3%
COc1cccc(NC(=O)Cn2c3ccccc3c3nc4n(c(=O)c32)CCS4)c1 | i | 0.7 | -4.7% | 6.2% | 11.2 | 7.1 | -0.2% | -0.1% | 1.1 | -3.4 | 737 | -2.6%
COc1ccc(OC)c(NC(=O)C2=C(C)Nc3ncnn3C2c2cccs2)c1 (stereo unspecified) | i | 0.8 | -8.7% | 2.9% | -2.6 | 15.6 | -0.8% | 0.1% | 0.9 | . | . | -5.7%
CCC1Oc2ccccc2N(CC(=O)NCc2cccs2)C1=O (stereo unspecified) | i | 0.7 | -6.3% | -3.2% | 0.1 | -3.4 | -3.3% | 0.0% | 1.1 | -2.0 | 688 | -0.9%
CC[N+]1(CC)CC2CCC(C)(C1)C2(C)C (stereo unspecified) | i | 1.2 | -3.9% | 14.4% | 6.8 | 5.6 | -0.9% | -0.5% | 1.1 | -6.4 | 679 | -12.2%
COCCNC(=O)CCc1nnc(C2(c3ccc(Cl)cc3)CCC2)o1 | i | 0.2 | 10.9% | 0.8% | 3.8 | 2.2 | -1.2% | 0.4% | 1.1 | -14.2 | 632 | 8.3%
c1csc(-c2nc3ccccc3s2)c1 | i | 0.5 | . | 2.0% | . | . | . | 0.6% | . | 0.4 | 681 | .
COc1cccc2c1c(NC(=O)Nc1ccc(F)cc1F)nn2C | i | 0.7 | . | 2.3% | . | . | . | 0.3% | . | -9.0 | 701 | .
Cc1cc(C)c2c(c1)N[C@H](c1cccs1)[C@@H]1CCO[C@H]21 | i | 0.2 | . | 1.1% | . | . | . | -1.5% | . | 1.7 | 683 | .
CCOC(=O)C1CCCN(S(=O)(=O)c2cc(Br)cc3c2N(C(=O)C2CC2)CC3)C1 (stereo unspecified) | i | 0.7 | 4.3% | 5.7% | 44.4 | 9.4 | 1.9% | 0.3% | 1.1 | 1.4 | 779 | 3.2%
COc1ccc(C(=O)N/C(=C/c2cccs2)C(=O)NN)cc1OC | i | 1.0 | . | 7.9% | . | . | . | -2.1% | . | -1.2 | 690 | .
CN(C)C(=S)NC(=O)c1cccc(Cl)c1 | i | 0.3 | 12.5% | -2.4% | 27.6 | 22.6 | -1.9% | 0.8% | 1 | 3.2 | 692 | 11.3%
O=C(NC1CCS(=O)(=O)C1)c1sc2ccccc2c1Cl (stereo unspecified) | i | 0.4 | -0.3% | 9.7% | -11.7 | -2.9 | -0.2% | 1.4% | 1.1 | -8.0 | 704 | -1.5%
O=c1c(/C=N/N2CCOCC2)c(C(F)(F)F)[nH]n1-c1ccccc1 | i | 0.2 | -7.1% | 4.3% | -14.2 | 10.8 | . | 0.0% | 1 | 0.9 | 701 | 4.1%
Brc1ccc(-c2cnc3n2CCCC3)cc1 | i | 4.2 | 0.9% | 6.7% | -11.1 | 5.1 | -0.3% | 0.3% | 0.9 | 19.7 | 716 | 1.3%
COc1ccc(/C=N/NC(=O)c2nc(-c3ccccc3)n(-c3ccccc3)n2)c(O)c1 | . | . | 5.2% | 3.8% | -14.7 | 14.8 | -1.8% | 5.6% | 2.1 | -20.0 | 697 | -0.3%
COc1cc(CNCCN2CCOCC2)ccc1OCc1cccc(Cl)c1 | i | 0.8 | -7.9% | -1.7% | -4.2 | 2.7 | -0.2% | 0.9% | 1 | -12.1 | 715 | -10.6%
COCCCNC(=O)Cn1cc2c(n1)CCCCC2 | i | 2.5 | 10.7% | -2.8% | 8.0 | -0.4 | . | 2.0% | 1 | -11.5 | 600 | 6.3%
O=C(OC1CCOC1=O)c1ccc(-c2nc3ccccc3s2)s1 (stereo unspecified) | i | 1.2 | -10.7% | 3.4% | 12.3 | 6.1 | -3.0% | -1.5% | 1 | . | . | -1.8%
COc1cc(CCN2C(=O)c3cccc4cccc(c34)C2=O)c(S(=O)(=O)N2CCCCCC2)cc1OC | . | . | 17.7% | 8.5% | 25.2 | 17.1 | -0.1% | 2.1%[50 µM] | 1 | -9.8 | 658 | 16.6%
Cc1nn(C(C)(C)C)c(OC(=O)c2ccc(Br)o2)c1Sc1ccccc1 | i | 2.4 | 5.5% | 14.3% | 12.4 | -57.4 | -2.3% | 2.1% | 1.1 | 5.1 | 812 | 5.4%
CCOc1ncccc1C(=O)OCC(=O)Nc1cc(S(=O)(=O)N2CCOCC2)ccc1Cl | i | 0.2 | -2.5% | 14.3% | -9.5 | 4.9 | -3.4% | 0.0% | 1.1 | -7.5 | 698 | -1.9%
CCN(C(=O)CSc1nnc(NCc2ccccc2)s1)C1CCS(=O)(=O)C1 (stereo unspecified) | i | 0.8 | -11.1% | 1.8% | 1.7 | -0.1 | 1.3% | -0.7% | 1.1 | -13.1 | 710 | -11.8%
O=C(OCC(=O)N1CCCc2ccccc21)c1cccc(S(=O)(=O)N2CCc3ccccc32)c1 | i | 0.6 | 13.3% | 5.1% | -19.0 | -12.5 | -1.6% | 2.4% | 1.2 | -34.3 | 653 | 3.3%
Cc1ccccc1NS(=O)(=O)c1cc(C(=O)N2CCc3ccccc3C2)ccc1C | i | 0.3 | 4.5% | 5.7% | 80.9* | -2.0* | 0.4% | 0.4% | 1.1 | . | . | 4.0%
O=C1/C(=C\Nc2ccc(OC(F)(F)F)cc2)CCN1c1ncccn1 | i | 0.3 | 3.4% | 7.4% | 3.4 | 9.3 | -3.2% | -0.5% | 1.1 | -2.1 | 818 | -0.6%
CCSc1nnc2n(-c3ccc(OC)cc3)c(=O)c3c4c(sc3n12)CCCC4 | . | . | 9.1% | -0.5% | -9.7 | 8.0 | -0.3% | -1.1% | 1 | 4.1 | 790 | 5.8%
O=C(/C=C/c1ccc(O)cc1)c1ccc(O)cc1O | i | 2.2 | 8.8% | 11.7% | -4.8 | -22.5 | -2.9% | -5.9% | 0.9 | -24.9 | 680 | 9.0%
CCOC(=O)C1=NN(C(=O)Nc2cccc(C(F)(F)F)c2)C2C(=O)N(c3cccc(C(F)(F)F)c3)C(=O)C12 (stereo unspecified) | i | 0.5 | 15.9% | -0.3% | 11.0 | 9.3 | 2.0% | 0.6% | 1 | -16.2 | 611 | 16.6%
O=C(O)c1cccc(CN2C(=O)CSC2=O)c1 | i | 0.8 | 3.4% | -2.8% | 14.9 | -2.0 | 1.9% | 0.4% | 1.2 | . | . | 7.0%
COc1ccc(-c2cn(-c3ccc(C)cc3)c(=O)n2CC(=O)Nc2ccc(OC)c(OC)c2)cc1 | i | 1.1 | 14.1% | 4.8% | 31.7 | 10.2 | 1.1% | 0.0% | 1.2 | -3.0 | 741 | 9.6%
CC(C)CN(C(=O)c1ccc(=O)n(C)n1)c1nc2ccccc2s1 | i | 1.0 | 17.6% | 1.2% | 9.0 | 0.1 | -2.2% | -0.1% | 1.1 | -7.2 | 609 | 15.1%
CC(C)CC(=O)Nc1nnc(SCC(=O)Nc2ccc(F)cc2)s1 | i | 0.6 | -10.2% | -6.7% | -8.1 | -4.2 | -1.0% | -0.2% | 1.1 | -22.9 | 692 | -10.2%
CCOC(=O)c1ccc(NC(=O)CSc2nc3cccnc3n2C)cc1 | i | 0.8 | 14.9% | -5.0% | -4.6 | 5.3 | -2.0% | 0.0% | 1.1 | . | . | 9.4%
CN1CCN(C(=S)Nc2ccc(Oc3ccccc3)cc2)CC1 | i | 0.4 | -3.9% | -3.9% | 5.2 | 8.0 | -1.6% | 0.0% | 1 | -0.4 | 690 | -6.3%
CCOc1ccc(C(C)=O)cc1CSc1nnc(-c2ccoc2C)n1N | i | 1.1 | -12.2% | 8.1% | -5.6 | -12.7 | 0.3% | 0.0% | 1.1 | . | . | -21.0%
CCC1(C)Cc2c(sc(NC(=O)CCC(=O)O)c2C#N)CO1 (stereo unspecified) | i | 0.8 | -7.1% | 0.4% | -7.4 | -4.2 | 1.7% | 0.2% | 1 | . | . | -6.2%
O=Nc1c2nc3ccccc3n(O)c-2c2ccccc12 | i | 0.4 | 12.2% | 7.6% | . | . | -1.6% | 0.1% | 1 | . | . | 30.6%
Cc1ccc(S(=O)(=O)Cc2ccc(C(=O)N3CCN(c4ccccn4)CC3)o2)cc1 | i | 2.5 | -12.8% | -1.4% | 4.4 | -4.0 | -1.1% | 1.0% | 1 | . | . | -10.9%
Cc1ccsc1C(=O)N(c1nc2ccccc2s1)c1c(C)cccc1C | i | 0.5 | 10.8% | -1.0% | . | . | -0.3% | 3.5% | 1 | . | . | 8.4%
CC1Cc2ccccc2N1C(=O)c1ccc2snnc2c1 (stereo unspecified) | i | 2.7 | -4.9% | 0.4% | 7.8 | 1.1 | 0.6% | 1.3%[50 µM] | 1.1 | . | . | 2.7%
Cc1cccc(OCc2nnc(SCC(=O)N3c4ccccc4Sc4ccc(Cl)cc43)o2)c1 | i | 0.1 | 29.2% | 4.8% | 3.9 | -5.4 | -0.8% | 0.8% | 1.2 | -75.5 | 624 | 17.3%
Cc1cccc(C(C)C)c1NC(=O)CSc1nncn1C | i | 8.1 | 2.3% | 0.2% | 2.1 | 14.3 | -4.1% | -0.1% | 1.1 | -6.9 | 734 | 3.6%

Not a retest: 3 of the compounds above.
SMILES | Myeloid diff 2 | Myeloid diff 2 GFP+ MAC1+ % | PMI inhibitors | M1AAP inhibition | WT yeast gro inh | WT yeast gro inh mutant strain | CSM14.1 death rescue | UTI89 phage lysis | TNAP activators | Lipid droplet | Lipid droplet cells 6.5 µM | human PMI inhibitors
CCOC(=O)C1=NN(C(=O)Nc2cccc(C(F)(F)F)c2)C2C(=O)N(c3cccc(C(F)(F)F)c3)C(=O)C12 (stereo unspecified) | i | 0.5 | 15.9% | -0.3% | 11.0 | 9.3 | 2.0% | 0.6% | 1 | -16.2 | 611 | 16.6%
O=C(O)c1cccc(CN2C(=O)CSC2=O)c1 | i | 0.8 | 3.4% | -2.8% | 14.9 | -2.0 | 1.9% | 0.4% | 1.2 | . | . | 7.0%
COc1ccc(-c2cn(-c3ccc(C)cc3)c(=O)n2CC(=O)Nc2ccc(OC)c(OC)c2)cc1 | i | 1.1 | 14.1% | 4.8% | 31.7 | 10.2 | 1.1% | 0.0% | 1.2 | -3.0 | 741 | 9.6%
